High-throughput results as filed in PubChem.
miR-122 sensor – blocks miR-122 activity in Huh7 sensor cells | Huh7 miR-122 Renilla luciferase sensor, 48 h; neutral wells = 0, positive control = 100 | activation (reporter increase), % at 12.5 µM | 340,000 tested, 0.3% active | AID 602342;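 active means mean replicate activation score at least 90 and every replicate individually at or above 90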;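 further: higher luciferase means less miR-122 activity so hits act as miR-122 inhibitors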
PGC1a acetyl inh – modulators of PGC1a acetylation; U2OS PGC1a acetylation, AlphaScreen anti-acetyl-lysine; with virally co-expressed GCN5 acetyltransferase; inhibition, % at 15.6 µM; 350,000 tested, 0.17% active; AID 651687;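 active means every replicate shows inhibition of at least 40%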;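 further: 0% = neutral control wells and 100% = positive control wells; some results beyond the cut were filed as inactive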
Cneo AK release – causes C. neoformans cell lysis; adenylate kinase release luminescence, 4 h; normalised: neutral wells 0, clomiphene wells 100; lysis activity, % at 15 µM; 360,000 tested, 0.2% active;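 active means mean lysis activity across replicates of at least 80%, whatever share of replicates individually reach that level; inactive means mean lysis activity below 80%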
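Schedule: static 4 h at 37 °C with compound, 1 h detection; system: C. neoformans cells; benchmarks: Clomiphene as positive control; buffer or medium: fresh YPD medium; measure: luminescence rise reflecting yeast cell lysis; measured by: luminescent adenylate kinase detection reagent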
C2C12 statin – suppression of simvastatin myotoxicity | C2C12 myotubes + simvastatin, ATP luminescence, 48 h; scaled: DMSO 0, geranylgeraniol control 100 | rescue of ATP level, % at 7.49 µM | 330,000 tested, 0.78% active;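 active means mean ATP rescue above about 67%, or every replicate alone reaching that limit, limit read from the data, passing the limit was not always enough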;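 further: myotubes were challenged with 10 µM simvastatin during compound exposure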
GSIS activator – GLuc luminescence reporter in INS-1E cells, primary screen for activators of glucose-dependent secretion of insulin; activation, % at 16.6 µM; INS-1E GLuc reporter insulin secretion, 2-3 h; 370,000 tested, 0.61% active;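 active means lowest replicate activation of at least 40%, so every replicate reaches that level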;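 further: 0% = median of neutral control wells and 100% = median of IBMX positive control wells; some compounds called inactive have numbers as strong as hits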
PglD DTNB – PglD (C. jejuni) enzyme inhibition; AID 602405; inhibition, % at 12.5 µM; purified PglD enzyme, DTNB colorimetric CoA detection; 360,000 tested, 0.098% active; in the data active means inhibition above about 16%, passing the limit was not always enough; further: strong numbers were not always called active
FN deposit inh – fibronectin deposition inhibition; AH1F fibroblasts, Alexa488-fibronectin deposition fluorescence, overnight; inhibition, % at 12.6 µM; 350,000 tested, 0.086% active;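 active means mean inhibition across replicates of 30% or more, regardless of how many single replicates reach that level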;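 further: positive control wells lacked labelled fibronectin entirely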
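Test system: AH1F fibroblast monolayer depositing Alexa488-labelled fibronectin into matrix. Input: 10000 cells per well. Technique: fluorescence, ex 485 nm, em 525 nm. Buffer or medium: DMEM plus 2% serum, read in PBS. Timing: 1 h cell adhesion before compound, then overnight fibronectin incubation. Compound: single dose, pinned. Read-out basis: inhibition from reduced deposited-fibronectin fluorescence.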
F508del corr – CFTR F508del correction in bronchial cells. activity (quench increase), % at 7.58 µM. 350,000 tested, 0.36% active. CFBE cells, YFP halide quenching; stimulated with forskolin plus potentiator P3; % fluorescence drop versus neutral controls;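 active means mean added fluorescence quench of at least 8% versus neutral control, with both replicates also reaching 8%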;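 further: cells transiently co-express mutant CFTR-F508del with the halide-sensitive YFP; corrector assay measuring rescue of mutant channel to the surface after 24 h compound exposure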
The depositor's hits bear a star; x = not tested or not shown; & = joins results of further samples; [ ] = remark or other dose.

SMILES | miR-122 sensor | PGC1a acetyl inh | Cneo AK release | C2C12 statin | GSIS activator | PglD DTNB | FN deposit inh | F508del corr
C=CCn1c(SCC(=O)N2CCN(c3ccccc3)CC2)nc2c([nH]c3ccccc32)c1=O | 5 | 5 | -2 | -10 | 4 | -1 | x | -3.1
C[C@@H]1CN([C@@H](C)CO)C(=O)c2cc(NS(=O)(=O)c3cn(C)cn3)ccc2O[C@@H](C)CCCCO[C@@H]1CN(C)S(=O)(=O)c1ccc(Cl)cc1 | 6[16.7 µM] | 7 | 0 | x | -1 | -2 | x | -2.0
Cc1ccc([N+](=O)[O-])cc1NC(=O)CSc1nnc(C)n1CC1CCCO1 (stereo unspecified) | -6 | 12 | -1 | 1 | 6 | 1 | 3 | 1.4
CSc1ccc(CCNC(=O)CCc2nnc3ccc(N4CCCC4)nn23)cc1 | -1 | 15 | 0 | 12 | -2 | x | 3 | -0.1
Cc1cccc(-c2ccc(C3[C@@H]4CN(Cc5cccc(F)c5)C[C@H]3N4)cc2)c1 (stereo partly specified) | x | -21&-59 | x | x | 70* | x | -13&-3 | -0.5&1.2
Cc1onc(-c2ccccc2)c1C(=O)OCC(=O)N1CCCCC1 | -2 | x | 0 | 6 | 7 | -4 | -3 | -0.6
CCN(CC)C(=O)c1[nH]cnc1C(=O)N[C@@H](CCCCNC(=O)OC(C)(C)C)C(=O)OC(C)(C)C | x | x | 2 | 5 | x | 1 | -2 | 1.5
Cc1ccc(N(CC(=O)NCC2CCCO2)C(=O)CCC(=O)Nc2cc(C)on2)cc1 (stereo unspecified) | -4 | 2 | 2 | -1 | 12 | 0 | 1 | -1.0
CCc1ccc(-c2cc(C(=O)Nc3ccc(S(=O)(=O)NC(C)=O)cc3)c3ccccc3n2)cc1 | 1 | 13 | -12 | -7 | x | 0 | x | x
COc1ccccc1C(=O)NCC(=O)NC(C)c1ccc(-n2ccnc2)cc1 (stereo unspecified) | 3 | x | -1 | x | -9 | 1 | 7 | -3.3
COc1c([N+](=O)[O-])cc(C(=O)NNC(=O)c2ccc(C)cc2)cc1[N+](=O)[O-] | 4 | -4 | -3 | 45 | 7 | -6 | -2 | -4.4
O=C(CN1C(=O)c2ccccc2S1(=O)=O)NCCSc1ccccc1 | 1 | -4 | 0 | x | x | 1 | 3 | x
CC(C)=CCC/C(C)=C/COc1ccc2ccc(=O)oc2c1 | -3 | -14 | 5 | 4 | 6 | 3 | x | -5.0
CC(C)CC#Cc1cnc2c(c1)C(=O)N([C@H](C)CO)C[C@@H](C)[C@@H](CN(C)Cc1ccccc1C(=O)O)O2 | x | 2 | -14 | -3 | -5 | -5 | -10 | -6.6
CC1(C)C(=O)Nc2ccccc2N1C(=O)COC(=O)Cc1ccccc1F | 1 | -4 | 1 | 7 | x | -3 | 9 | 1.4
CCOC(=O)C1(C)NC(c2cc(OC)c(OC)c(OC)c2)C2C(=O)N(CC)C(=O)C21 (stereo unspecified) | -2 | 6 | -3 | 2 | x | -5 | 3 | x
C[C@@H]1CN([C@@H](C)CO)C(=O)c2cc(NC(=O)Nc3ccccc3)ccc2O[C@@H](C)CCCCO[C@@H]1CN(C)S(=O)(=O)c1cccs1 | 3[16.7 µM] | -3 | 2 | x | 1 | -1 | 4 | -2.4
Cc1nc(N(C)Cc2ccccc2)c2nnn(Cc3ccccc3)c2n1 | -4 | -19 | 1 | x | x | 5 | 15 | x
Cc1ccccc1Nc1c(-c2ccccn2)nc2ccccn12 | -4 | 3 | 11 | 11 | -7 | 1 | -3 | 3.2
C=CCn1c(SCCOC)nc2c1c(=O)[nH]c(=O)n2C | 3 | x | 1 | 0 | 36 | 0 | -10 | -2.0
NC(=O)c1cc2c(s1)-c1cc(Cl)ccc1SC2 | x | x | x | -17 | -3 | x | -8 | 0.5
CCCn1c(SCc2nc(-c3cccs3)no2)nnc1-c1ccncc1 | 2 | 6 | -1 | -6 | 7 | -10 | -14 | x
Cc1ccc(Nc2nc(CSc3nnnn3C)cs2)cc1 | -1 | 7 | -7 | -19 | -15 | 3 | 1 | x
CCOc1ccc(-c2nnc3ccc(SCC(=O)NCc4ccco4)nn23)cc1 | 4 | 5 | 3 | -10 | 10 | -2 | x | x
CCc1cc(-c2ccc3c(c2)COc2c4ccccc4nn2-3)on1 | -2 | x | -8 | -43 | 7 | -1 | 0 | 3.9
New compounds follow
SMILES | miR-122 sensor | PGC1a acetyl inh | Cneo AK release | C2C12 statin | GSIS activator | PglD DTNB | FN deposit inh | F508del corr
Cc1nnc(SCC(=O)c2ccc(Br)cc2)s1 | x | -1 | x | x | 1 | x | 9 | -0.2
O=C(Nc1ccccc1)c1ccc(Br)c(S(=O)(=O)Nc2ccccn2)c1 | x | x | 5 | 2 | 13 | -8 | 7 | 1.9
O=C(Nc1ccc(-c2ccco2)cc1)C1CCCN(Cc2ccco2)C1 (stereo unspecified) | -5 | 11 | 0 | 5 | x | -1 | 4 | -3.7
COc1cccc(Nc2nc(-c3sc(NC(=O)c4ccco4)nc3C)cs2)c1 | x | x | 0 | -31 | -6 | 5 | -6 | -2.4
Cc1ccc(OCCC(=O)Nc2ccc3c(c2)OCCCO3)cc1 | x | -2 | x | 3 | -11 | x | 4 | -3.9
C[C@H]1CCCCO[C@@H](CN(C)Cc2ccccc2)[C@@H](C)CN([C@@H](C)CO)C(=O)c2cc(NS(C)(=O)=O)ccc2O1 | 2[16.7 µM] | 5 | -2 | -38 | 11 | -2 | x | 1.3
C[C@@H]1CCCCO[C@H](CN(C)S(=O)(=O)c2ccc(Cl)cc2)[C@H](C)CN([C@@H](C)CO)C(=O)c2cc(NC(=O)CCCN(C)C)ccc2O1 | -4[16.7 µM] | -2 | -2 | -37 | 33 | -2 | x | 3.3
Cc1cc(=O)oc2cc(OCC(=O)N3CCN(C(=O)c4ccco4)CC3)ccc12 | 3 | x | x | x | 13 | x | -1 | -0.1
O=[N+]([O-])c1cc(CN2CCCC2)ccc1Sc1ccc(Cl)cc1 | x | -13 | x | x | -6 | x | -8 | -1.4
CCc1nnc(NC(=O)c2cccc(NC(=O)C(C)C)c2)s1 | 2 | 4 | 2 | x | x | -4 | 3 | x
CCc1cc2c(SCC(=O)c3ccccc3)ncnc2s1 | -6 | x | 9 | -12 | x | 2 | x | x
O=c1[nH]c2ccc(NS(=O)(=O)c3ccc4ccccc4c3)cc2[nH]1 | 11 | 8 | 0 | 1 | x | -5 | -6 | -2.6
CC(=O)NC(N1CCCCC1)C(F)(F)C(F)(F)C(F)(F)C(F)F (stereo unspecified) | -2 | 1 | 0 | x | x | -6 | x | x
COC(=O)[C@]1(C)N[C@H](CN(C)C(=O)c2ccc(C(C)(C)C)cc2)[C@@H]2C(=O)N(Cc3ccccc3)C(=O)[C@@H]21 | x | x | 0 | 3 | 11 | -1 | -4 | -1.1
C[C@H]1CCCCO[C@@H](CN(C)C)[C@@H](C)CN([C@@H](C)CO)C(=O)c2cc(NC(=O)Nc3ccc4c(c3)OCO4)ccc2O1 | -7[16.7 µM] | 1 | x | -10 | 0 | x | x | -3.8
Cc1noc(C)c1NC(=O)Nc1ccc2c(c1)C(=O)N([C@@H](C)CO)C[C@H](C)[C@@H](CN(C)C(=O)Nc1c(C)noc1C)OCCCC[C@H](C)O2 | 2[16.7 µM] | -4 | -1 | x | -3 | -1 | 0 | 0.7
Cc1ccc(C(=O)/C=C/Nc2ccc([N+](=O)[O-])cc2Br)cc1 | 1 | -9 | -4 | x | x | 1 | x | x
COc1ccccc1/C=C(\C#N)C(=O)Nc1ccc(S(N)(=O)=O)cc1 | -25 | x | -1 | -4 | -12 | 8 | -1 | 0.8
CCC(=O)N(C)C[C@@H]1Oc2cc(C#CCC3CCCC3)ccc2S(=O)(=O)N([C@@H](C)CO)C[C@@H]1C | 7[16.7 µM] | 3 | 0 | 4 | -6 | 1 | x | 0.5
Cc1[nH]nc2c1C1(C(=O)N(Cc3ccc(Cl)cc3)c3ccccc31)C(C#N)=C(N)O2 (stereo unspecified) | -1 | -3 | 0 | 105* | x | -1 | 0 | x
Cc1ccc(N2C(=O)N(CC(=O)N(C)Cc3ccccc3)C(=O)C2C)cc1 (stereo unspecified) | -2 | -24 | -1 | 6 | -1 | -2 | x | x
O=C(c1c(F)c(F)c(F)c(F)c1F)N1CCN(c2cccc(C(F)(F)F)c2)CC1 | -1 | -9 | 3 | -19 | -26 | -4 | -8 | x
COC(=O)c1ccc(CSc2ccc(S(=O)(=O)N3CCCCC3)cn2)cc1 | 0 | -4 | 1 | -3 | -11 | 3 | -6 | -2.2
CCOC(=O)c1c(NC(=O)COC(=O)CCOc2ccc(OCC)cc2)sc(C(=O)N(C)C)c1C | 14 | x | 0 | -2 | x | 7 | x | x
C=CCOc1ccccc1CN1CCC(CO)(CCOc2ccccc2)CC1 | 9 | -11 | 3 | -5 | -11 | -1 | -9 | -1.7
(list continues)
SMILES | miR-122 sensor | PGC1a acetyl inh | Cneo AK release | C2C12 statin | GSIS activator | PglD DTNB | FN deposit inh | F508del corr
COc1ccccc1NC(=O)N1C[C@H]2[C@@H](c3ccccc31)[C@H](CO)N2C(C)=O | -14[16.7 µM] | 5 | 50 | 11 | 3 | 2 | x | 4.2
Cc1nn(-c2ccccc2)c2c1C1(C(=O)N(C)c3ccccc31)N(c1ccccc1)C(=O)N2 (stereo unspecified) | 4 | -24 | 0 | 12 | x | -6 | x | x
Cc1cc(C(=O)Nc2c(C)nn(Cc3ccccc3Cl)c2C)no1 | -1 | x | -2 | -1 | x | 1 | x | x
COCC#Cc1ccc([C@H]2[C@H]3CN(C(=O)CN4CCOCC4)CC(=O)N3[C@H]2CO)cc1 | x | 9 | x | x | 9 | x | 3 | -1.6
CCOC(=O)c1oc2c(C)c(O)ccc2c(=O)c1-c1nncn1-c1ccccc1 | -5 | 3 | 0 | -4 | x | 2 | 11 | x
COC(=O)c1sc(-c2cccs2)cc1NC(=O)/C=C/C(=O)O | 4 | -2 | 0 | x | x | 1 | 5 | -3.9
CCC(C)NC(=O)C1CCN(S(=O)(=O)c2ccc3[nH]c(=O)ccc3c2)CC1 (stereo unspecified) | -2 | 8 | 1 | 3 | -5 | 4 | -9 | -1.5
O=C(CN1CCOCC1)Nc1ccccc1NC(=O)C1CCN(c2ncccn2)CC1 | -9 | 4 | 0 | 1 | 4 | -4 | 4 | x
Cc1ccc(-n2c(O)c(C=Nc3ccccc3-c3n[nH]c(=S)[nH]c3=O)c3ccccc3c2=O)c(C)c1 | -13 | -7 | x | 9 | 0 | x | -4 | -6.9
COc1ccc(S(=O)(=O)Nc2ccc3c(c2)C(=O)N([C@@H](C)CO)C[C@@H](C)[C@H](CN(C)C(=O)NC2CCCCC2)OCCCC[C@H](C)O3)cc1 | -8[16.7 µM] | -15 | 0 | x | -11 | -1 | 9 | 0.5
NC(=O)NCC#Cc1ccc2c(c1)[C@]1(C(=O)N2)[C@H](C(=O)O)[C@H]2C(=O)O[C@H](c3ccccc3)[C@H](c3ccccc3)N2[C@@H]1c1ccc(O)cc1 | x | 11 | -3 | x | x | -2 | x | 0.5

Entries of single compounds, looked up by structure. Screens in order: miR-122 sensor | PGC1a acetyl inh | Cneo AK release | C2C12 statin | GSIS activator | PglD DTNB | FN deposit inh | F508del corr
Cc1nn(-c2ccccc2)c2c1C1(C(=O)N(C)c3ccccc31)N(c1ccccc1)C(=O)N2 (stereo unspecified) is entered as 4 | -24 | 0 | 12 | x | -6 | x | x
NC(=O)NCC#Cc1ccc2c(c1)[C@]1(C(=O)N2)[C@H](C(=O)O)[C@H]2C(=O)O[C@H](c3ccccc3)[C@H](c3ccccc3)N2[C@@H]1c1ccc(O)cc1 is entered as x | 11 | -3 | x | x | -2 | x | 0.5
COC(=O)c1sc(-c2cccs2)cc1NC(=O)/C=C/C(=O)O is entered as 4 | -2 | 0 | x | x | 1 | 5 | -3.9
